Bioassay records deposited in PubChem BioAssay by several laboratories.
TRAIL sens C8 = caspase-8 TRAIL sensitization; NB7+C8 cells + TRAIL, ATPlite viability luminescence; inhibition (viability loss, TRAIL sensitization), % at 10 µM; 1% of 360,000 active; AID 624354;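 active = compounds causing at least 50% loss of cell viability in the single-dose screen, relative to plate controls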
NR2E3 ag-1 = activates human photoreceptor nuclear receptor NR2E3 | Q9Y5X4 | GST-NR2E3/biotin-RetCOR TR-FRET, 1536-well | AID 2300 | 0.12% of 320,000 active | inhibition of corepressor binding, % at 4.78 µM;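 active = percent inhibition above the cutoff of mean plus 3 SD of all tested compounds, set per screening campaign, cut at about 20% in these data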;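 also: 0% = DMSO wells and 100% = biotin wells as full block of FRET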
Target sequence (Q9Y5X4 whole entry, looked up): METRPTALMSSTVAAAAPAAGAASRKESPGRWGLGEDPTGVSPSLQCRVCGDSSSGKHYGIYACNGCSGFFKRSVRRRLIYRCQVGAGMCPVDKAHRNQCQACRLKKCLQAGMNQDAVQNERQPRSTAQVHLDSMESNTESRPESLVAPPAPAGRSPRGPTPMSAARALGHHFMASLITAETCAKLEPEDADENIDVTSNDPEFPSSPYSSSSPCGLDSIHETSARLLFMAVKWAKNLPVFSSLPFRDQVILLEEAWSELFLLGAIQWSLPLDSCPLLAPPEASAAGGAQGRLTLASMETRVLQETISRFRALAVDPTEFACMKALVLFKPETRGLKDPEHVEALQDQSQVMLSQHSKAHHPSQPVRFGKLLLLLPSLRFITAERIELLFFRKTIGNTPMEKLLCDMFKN
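System: GST-NR2E3 and biotin-RetCOR proteins; probe or stimulus: 7 nM biotin-RetCOR; doses: compound at 4.8 µM, single dose; schedule: Compound–protein incubation for 5 h at 4 °C; detection: time-resolved FRET; read-out: percent inhibition; controls: biotin wells as high control, 0.6% DMSO wells as low control; format: 1536-well plates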
Shn3 3UTR inh = Schnurri-3 reporter inhibition in Clone20 osteoblasts; 0.52% of 360,000 active; Clone20 osteoblast Shn3 3'UTR firefly luciferase, 24 h; inhibition, % at 12.5 µM;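 active = mean inhibition of at least 75% with every replicate also reaching 75%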;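 also: 0% = median of neutral control wells and 100% = pilot-screen positive control compound; some compounds past the cut are filed as inactive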
EBV LMP1 NFkB = Epstein-Barr LMP1 NF-kappaB reporter inhibition; LMP1-induced NF-kappaB luciferase reporter cells, luminescence; inhibition, % at 12.5 µM; 0.69% of 350,000 active; in the data active = inhibition above about 41%;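 also: 0% = neutral control wells and 100% = reference inhibitor control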
KKLEB cytotox = CF airway cell cytotoxicity counter-screen; KKLEB CF airway cells viability, ATPlite luminescence, overnight; hits give low values; cells stimulated with P. aeruginosa culture filtrate; AID 602141; 0.36% of 360,000 active; activity change (cytotoxicity), % at 5 µM;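 active = corrected activity change at or below -50% at 5 µM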
CF NFkB inh = blocks PAF-induced NF-kB reporter in cystic fibrosis cells. KKLEB NF-kB-GFP reporter, GFP fluorescence overnight. inhibition, % at 5 µM. 0.86% of 360,000 active. AID 588850;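 active = at least 50% inhibition at 5 µM, scaled per plate between neutral and stimulator controls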;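 also: PAF is a Pseudomonas aeruginosa culture filtrate used as stimulus; plate controls were PAF-stimulated DMSO wells for no effect and unstimulated DMSO wells for full effect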
Peg3 prom inh = inhibitors of Peg3 promoter; HeLa PEG-Prom luciferase reporter, luminescence, overnight; 1.7% of 360,000 active; inhibition, % at 20 µM;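 active = inhibition of at least 50% at 20 µM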
NR2E3 ag-2 = human photoreceptor-specific nuclear receptor agonism. CHO-S Gal4-NCOR/VP16-NR2E3 two-hybrid, luciferase. inhibition of corepressor binding, % at 3.98 µM. 0.35% of 360,000 active. AID 602229;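 active = inhibition above the mean of all tested compounds plus 3 SD, cut at about 70% in these data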;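 also: 0% = DMSO with NR2E3 transfected cells and 100% = cells lacking NR2E3 construct; higher means lower luciferase signal from less NR2E3 corepressor binding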
HIF-2a inh = blocks HIF-2a reporter activity; 786-0 RCC cells HIF-2a reporter, luciferase luminescence, overnight; inhibition, % at 18.8 µM; 0.72% of 360,000 active; AID 624352;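 active = inhibition of the luminescence signal of 40% or more relative to plate controls, in a single-dose primary screen at 18.75 µM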
iPSC survival up = hiPSC single-cell survival enhancement; survival enhancement, % at 20 µM; ATPlite luminescence; 100% = ROCK inhibitor wells, 0% = DMSO; 0.044% of 360,000 active; in the data active = survival enhancement above about 18%;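 also: cells exposed to compounds for 16 hours before the ATP read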
TRPM1 prom inh = MITF TRPM1 promoter inhibition in SK-MEL-5 cells | SK-MEL-5 TRPM1 promoter luciferase, 24 h | inhibition, % at 12.5 µM | 0.83% of 330,000 active;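 active = mean inhibition across replicates of 60% or more, whatever share of single replicates reaches that level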; also: values of inactives mirror those of a sister screen read the other way
* = called active by the depositor; / = no result given; & = joins results of further samples. This is a subset, so the mix of outcomes need not match the whole.

nr	SMILES	TRAIL sens C8	NR2E3 ag-1	Shn3 3UTR inh	EBV LMP1 NFkB	KKLEB cytotox	CF NFkB inh
1	CC(C)NC(=O)c1cnn2c1NC(c1cccs1)CC2C(F)(F)F (configuration not stated)	-19.3	3.1	2.4	9.7	-4.3	2.5
2	CCOC(=O)Cc1csc(SCC(=O)NC2CCS(=O)(=O)C2)n1 (configuration not stated)	-10.6	-0.4	1.7	0.9	18.0	19.1
3	Cc1nnc(SCC(=O)O)o1	0.5	5.3	-10.4	-10.8	-3.7	-12.8
4	CC(C)CC(=O)Nc1cccc(C(=O)Nc2ccccc2C(=O)O)c1	-12.3	4.8	19.9	6.3	-4.7	16.9
5	COc1ccc2[nH]c(=O)c(CN(CC3CCCO3)C(=S)Nc3ccccc3)cc2c1 (configuration not stated)	1.0	2.4	21.6	3.0	7.7	-3.9
6	CCOC(=O)c1sc(N2N=C(C)C(N=Nc3cccc(C)c3)C2=O)nc1C (configuration not stated)	0.0	-4.8	-5.9	-5.6	7.7	-19.6
7	Cc1ccc(C(C)NC(=O)CSc2ccc(S(=O)(=O)N3CCOCC3)cn2)cc1C (configuration not stated)	-18.9	3.5	-2.6	-0.5	12.2	3.9
8	CCC(=O)Nc1cccc(C2=NOC3(C2)C[C@@H](C(N)=O)N(C(=O)c2ccccc2C(=O)c2ccccc2)C3)c1 (some centres not stated)	0.1	-2.3	-14.8	-10.4	-2.2	-13.7
9	Cc1ccc(OCCCCN2CCc3ccccc3C2)c(C)c1	-5.0	1.1	-14.7	-2.4	-2.9	-25.3
10	COCCn1c(N)c(N(Cc2ccccc2)C(=O)CSCC(=O)Nc2ccc(C)cc2)c(=O)[nH]c1=O	-8.5	-2.3	-2.0	-4.0	12.0	-26.6

nr	Peg3 prom inh	NR2E3 ag-2	HIF-2a inh	iPSC survival up	TRPM1 prom inh
1	1.5	-6.8	14.6	-2.1	10.1
2	4.9	-11.9	5.4	0.1	-1.2
3	8.9	-4.8	16.5	-0.6	6.0
4	4.0	4.7	15.6	-0.2	8.8
5	27.7	-6.2	10.4	4.7	5.2
6	-49.0	-13.8	-35.5	0.3	6.9
7	9.5	-22.9	11.9	-2.6	-0.4
8	-6.8	-12.4	0.6	0.3	-3.1
9	2.6	20.7	0.0	0.2	7.6
10	-9.2	-2.6	-1.3	-0.1	-10.7

Other results:
nr	SMILES	TRAIL sens C8	NR2E3 ag-1	Shn3 3UTR inh	EBV LMP1 NFkB	KKLEB cytotox	CF NFkB inh
11	COc1ccc(C2=NN(C(N)=S)C(c3ccco3)C2)cc1 (configuration not stated)	1.6	1.2	-7.0	0.9	-6.3	3.6
12	CCC(=O)N/N=C(\C)CC(=O)Nc1cc(Cl)ccc1C	-4.3	2.8	-6.7	-1.3	13.3	15.4
13	C/C(=N\Nc1ccc2nncn2n1)c1ccccn1	18.7	-2.2	90.0*	/	8.9	-12.9
14	COCCCNC(=O)c1cn(C)c(=O)c2cc(OC)c(OC)cc12	1.0	-2.2	2.5	-5.1	-12.6	-3.6
15	O=C(CSc1nnc(Cn2nnc3ccccc32)o1)Nc1ccc(Cl)cc1	-5.1	0.9	-18.4	2.4	-1.0	10.3
16	Cn1nnnc1Sc1ncnc2scc(-c3ccc(-c4ccccc4)cc3)c12	19.3	/	36.0	27.9	-63.0*	87.6*
17	Cc1onc(-c2ccccc2)c1C(=O)OCC(=O)NCc1ccc(F)cc1	-7.4	3.1	21.6	-4.2	12.5	6.6
18	O=S(=O)(Nc1ccccn1)c1ccc(C2CCCCC2)cc1	0.9	-1.1	21.1	-5.2	-6.3	-8.4
19	CCCn1cc2c(c1-c1cccc(C)c1)c(=O)n(C)c(=O)n2C	-31.6	3.2	0.4	3.6	-0.6	8.4
20	Cc1ccc(OCC(=O)Nc2ccc(F)cc2)c([N+](=O)[O-])n1	11.1	2.5	-37.7	-20.3	7.3	-19.1

nr	Peg3 prom inh	NR2E3 ag-2	HIF-2a inh	iPSC survival up	TRPM1 prom inh
11	-80.6	-25.1	-121.8	-0.8	-36.8
12	35.1	-1.1	8.8	1.9	-1.1
13	60.4*	-23.0	-6.3	-0.7	/
14	1.8	-5.5	8.1	-1.9	-3.1
15	7.6	2.7	17.4	-2.6	-5.2
16	101.4*	27.9	45.9*	-3.4	10.7
17	11.6	-11.0	9.0	-0.7	0.9
18	-0.3	29.5	6.2	0.9	2.2
19	14.7	4.5	16.9	3.8	7.8
20	-228.5	-74.2	-243.9	-0.5	-92.5

More structures
nr	SMILES	TRAIL sens C8	NR2E3 ag-1	Shn3 3UTR inh	EBV LMP1 NFkB	KKLEB cytotox	CF NFkB inh
21	CN(c1ccccc1C(=O)Nc1ccc2c(c1)OCCO2)S(C)(=O)=O	14.0	-3.8	15.3	8.9	-2.4	18.5
22	CC1(C)SC(=S)N(c2ccccc2)C1/[N+]([O-])=C/c1cccc([N+](=O)[O-])c1 (configuration not stated)	-0.1	7.7	21.1	/	2.2	2.7
23	CCOC(=O)C1=C(C)NC(=S)N(C(C)=O)C1c1ccccc1 (configuration not stated)	3.5	0.0	4.6	11.8	-0.1	23.9
24	CCCCn1c(N)c(Sc2ccc(Cl)cc2)c(=O)[nH]c1=O	-13.9	-1.1	-7.4	-0.8	-4.1	16.7
25	CC(C)C1Cc2c(sc3[nH]c(=S)n(Cc4ccccc4)c(=O)c23)CO1 (configuration not stated)	45.7	4.2	-11.3	26.7	4.1	9.9
26	C=CCNC(=O)CSc1nc2sc3c(c2c(=O)n1CCC)CCC3	-5.7	3.5	3.8	-12.6	-9.3	3.9
27	CCN(C(=O)CN1C(=O)NC(CCSC)C1=O)C1CCS(=O)(=O)C1 (configuration not stated)	-0.5	1.4	4.8	-1.4	7.4	-8.1
28	CC1(C)Oc2ccc3ccc(=O)oc3c2/C(=C/Nc2ccc(O)cc2)C1=O	-7.2	-1.9	1.5	-0.7	-3.2	9.6
29	Cc1cccc(C(=O)Nc2cc(OCc3cccc(F)c3)c(Cl)cc2Cl)c1	-1.5	-6.2	-3.6	-6.1	-3.9	1.4
30	Cc1cc(OC(=O)Nc2ccccc2)ccc1Cl	-11.9	/	5.4	-2.5	16.0	-7.1

nr	Peg3 prom inh	NR2E3 ag-2	HIF-2a inh	iPSC survival up	TRPM1 prom inh
21	1.4	-4.8	15.9	-2.1	2.7
22	7.1	-6.0	14.2	-0.5	/
23	17.6	5.8	11.1	-1.4	15.3
24	12.1	9.6	22.2	-3.2	1.8
25	32.0	-6.7	-11.5	1.2	22.6
26	19.4	-20.0	-1.8	0.2	12.9
27	5.5	-7.5	5.9	1.1	-4.8
28	20.9	10.2	11.4	0.6	10.2
29	-67.6	-32.6	-82.5	3.2	-29.6
30	-15.0	-25.6	-45.7	-0.5	/

(list continues)
nr	SMILES	TRAIL sens C8	NR2E3 ag-1	Shn3 3UTR inh	EBV LMP1 NFkB	KKLEB cytotox	CF NFkB inh
31	COc1ccc(NS(=O)(=O)c2ccc(Cl)s2)cn1	-11.8	-0.5	-3.1	-6.3	-5.0	-11.9
32	COc1ccc(Cn2c(C)nc3c(c(=O)c4ccccc4n3C)c2=O)cc1	10.7	-5.0	4.0	2.7	-2.3	-6.2
33	O=C(COC(=O)CNS(=O)(=O)c1cccc(Br)c1)NC(=O)Nc1ccc2c(c1)OCCO2	-3.7	-0.5	-24.3	-4.1	-2.9	3.5
34	CC(=O)c1c(C)oc2c1cc(O)c1ccccc12	1.0	-1.7	-23.5	11.8	17.0	-4.3
35	CCc1nc2ccc(C(=O)NC(C)(C)C)cn2c1N(CC)Cc1cccc(Br)c1	2.3	/	-29.5	/	-1.1	18.4
36	COc1ccc(CC(=O)N/N=C(\C)c2ccccn2)cc1	27.9	-0.6	71.9	21.1	-0.9	4.2
37	CC(C)(C)n1nc2c(c1NC(=O)c1ccccc1C(F)(F)F)CS(=O)(=O)C2	22.8	0.7	-10.0	0.5	4.2	-23.3
38	O=C(NCCc1cccs1)C1CC1	0.4	0.1	-14.7	5.8	16.8	-14.7
39	COc1c(O)ccc(/C=C(\C#N)c2nc3ccccc3[nH]2)c1[N+](=O)[O-]	-1.6	2.1	-88.9	-11.5	-2.3	4.6
40	CC(=O)NCC(=O)OCC(=O)N1c2ccccc2Sc2ccccc21	5.6	-1.2	-3.4	-3.8	4.7	11.8
41	COc1cc(/C=C/c2cccc[n+]2C)ccc1OCC(=O)Nc1ccccc1C	-14.3	-2.5	-24.5	-13.3	6.9	-4.6
42	COc1ccc2[nH]c(=O)c(CN(Cc3nnnn3CCc3ccccc3)CC3CCCO3)cc2c1 (configuration not stated)	-5.5	2.1	9.6	15.2	1.8	3.6
43	CC(=O)Nc1ccc(S(=O)(=O)NC2=C(N3CCN(Cc4ccccc4)CC3)C(=O)c3ccccc3C2=O)cc1	10.4&9.9	-3.0	3.0&-12.7	3.6&0.8	11.7&14.2	18.7&9.9

nr	Peg3 prom inh	NR2E3 ag-2	HIF-2a inh	iPSC survival up	TRPM1 prom inh
31	6.0	-1.3	15.4	1.2	5.4
32	1.7	-19.8	22.2	-0.6	9.6
33	-73.8	-30.1	-65.0	-0.5	-20.4
34	-31.9	-18.6	3.7	0.1	-7.7
35	28.7	-5.3	-10.8	-1.4	/
36	21.7	3.8	10.5	0.5	30.4
37	2.4	-3.8	24.1	-0.4	3.4
38	-0.6	4.0	0.6	-0.7	0.5
39	-32.1	-153.0	-138.0	-1.3	23.1
40	2.1	-33.6	5.8	-0.5	-8.2
41	-6.7	-37.2	9.8	-0.5	-2.5
42	1.9	-10.8	-6.0	-4.1	-9.8
43	-26.7&-28.4	-28.6&-33.7	-94.1&-106.0	-1.3&-0.6	35.4&30.4
